# Growth percent in the NCI-60 one-dose screen (48 h, 10 µM unless noted): 100 = growth as untreated, 0 = no growth, -100 = all killed.
# SNB-75 – SNB-75 CNS cancer | AID 1794750 | 5% of 79,000 active
# PC-3 – PC-3 prostate cancer cells; 3.9% of 80,000 active; AID 1794754
# SF-539 – SF-539 CNS cancer; 6.8% of 81,000 active
# SF-268 – SF-268 CNS cancer cells. 3.1% of 82,000 active. AID 1794759
# DU-145 – DU-145 prostate cancer; 4.2% of 81,000 active
# SNB-19 – SNB-19 CNS cancer cells. 2.5% of 81,000 active
# HCC-2998 – HCC-2998 colon cancer | 4.7% of 79,000 active | AID 1794799
# SF-295 – SF-295 CNS cancer cells; 5.6% of 79,000 active; AID 1794758
# U251 – U251 CNS tumor cells. AID 1794753. 5.4% of 80,000 active
# Active calls of the source: *; · = not tested or not shown; & = joins results of further samples. How the source made its calls: active means growth percent below 10; inactive means the rest.
# Preview, 14 compounds:
SMILES,SNB-75,PC-3,SF-539,SF-268,DU-145,SNB-19,HCC-2998,SF-295,U251
Nc1nonc1-n1nncc1-c1ccc2c(c1)OCO2,91,99,103,108,114,100,104,80,100
CC1Cc2c(ncn3c(-c4ccc(F)cc4)nnc23)N(C)c2ccccc21 (configuration not stated),-7.9*,63,75,57,64,48,80,74,39
CNC(=O)c1cc(Oc2ccc3nc(NC(=O)Nc4ccc(Cl)cc4)sc3c2)ccn1,51,66,84,56,53,59,86,66,37
CC(=O)O[C@H]1[C@H](CC#CC#CC[C@@H]2C[C@]3(C)[C@H]4CC=C5[C@H]6[C@@H](C)[C@H](C)CC[C@]6(C(=O)NCCCCCCCCN)CC[C@@]5(C)[C@]4(C)CC[C@H]3C(C)(C)[C@H]2OC(C)=O)C[C@]2(C)[C@H]3CC=C4[C@H]5[C@@H](C)[C@H](C)CC[C@]5(C(=O)NCCCCCCCCN)CC[C@@]4(C)[C@]3(C)CC[C@H]2C1(C)C,95,93,94,102,110,107,100,·,98
CCCCN(CCCC)CC(O)c1ccc(OC)c2ccccc12 (configuration not stated),81,71,98,100,105,91,93,54,87
O=C(O)c1ccc(-c2nn(-c3ccc(C(F)(F)F)cc3)cc2/C=N/NS(=O)(=O)c2ccccc2)cc1,105,95,98,100,111,100,·,114,95
CC(/C=N/NC(N)=O)=N\NC(N)=O,98,95,102,103,109,101,106,95,105
N#Cc1c(-c2ccccc2)nc(SCC(=O)N2CCOCC2)[nH]c1=O,61,98,97,104,112,111,109,97,105
CCCCSc1nc(N/N=C/c2cc(Cl)ccc2O)c(C#N)c(-c2ccc(OC)cc2)n1,·,89,103,109,120,93,111,83,92
O=C1/C(=C/C(Cl)=C/c2ccccc2)SC(=S)N1CCS(=O)(=O)O,100,103,100,102,109,97,116,95,105
C[C@@H](O)[C@H]1C(=O)N2C(C(=O)O)=C(SCCN=CN)C[C@H]12,0.9*,1.7*,3.6*,-4.6*,-7.4*,8.6*,0.9*,-5.3*,2.4*
Oc1cncc(-c2ccc3ncnc(N4CCc5cc(F)c(Cl)cc54)c3c2)c1,26,57,56,45,49,39,52,58,39
COc1ccc(Cc2nnc3sc(-c4ccc(OC)c(OC)c4)nn23)cc1,91,107,93,99,106,95,106,97,101
COc1nc(N)c(C=O)c(=O)n1C,89,·,111,102,114,97,103,119,109

# This part in full, from the start:
SMILES,SNB-75,PC-3,SF-539,SF-268,DU-145,SNB-19,HCC-2998,SF-295,U251
Nc1nonc1-n1nncc1-c1ccc2c(c1)OCO2,91,99,103,108,114,100,104,80,100
CC1Cc2c(ncn3c(-c4ccc(F)cc4)nnc23)N(C)c2ccccc21 (configuration not stated),-7.9*,63,75,57,64,48,80,74,39
CNC(=O)c1cc(Oc2ccc3nc(NC(=O)Nc4ccc(Cl)cc4)sc3c2)ccn1,51,66,84,56,53,59,86,66,37
CC(=O)O[C@H]1[C@H](CC#CC#CC[C@@H]2C[C@]3(C)[C@H]4CC=C5[C@H]6[C@@H](C)[C@H](C)CC[C@]6(C(=O)NCCCCCCCCN)CC[C@@]5(C)[C@]4(C)CC[C@H]3C(C)(C)[C@H]2OC(C)=O)C[C@]2(C)[C@H]3CC=C4[C@H]5[C@@H](C)[C@H](C)CC[C@]5(C(=O)NCCCCCCCCN)CC[C@@]4(C)[C@]3(C)CC[C@H]2C1(C)C,95,93,94,102,110,107,100,·,98
CCCCN(CCCC)CC(O)c1ccc(OC)c2ccccc12 (configuration not stated),81,71,98,100,105,91,93,54,87
O=C(O)c1ccc(-c2nn(-c3ccc(C(F)(F)F)cc3)cc2/C=N/NS(=O)(=O)c2ccccc2)cc1,105,95,98,100,111,100,·,114,95
CC(/C=N/NC(N)=O)=N\NC(N)=O,98,95,102,103,109,101,106,95,105
N#Cc1c(-c2ccccc2)nc(SCC(=O)N2CCOCC2)[nH]c1=O,61,98,97,104,112,111,109,97,105
CCCCSc1nc(N/N=C/c2cc(Cl)ccc2O)c(C#N)c(-c2ccc(OC)cc2)n1,·,89,103,109,120,93,111,83,92
O=C1/C(=C/C(Cl)=C/c2ccccc2)SC(=S)N1CCS(=O)(=O)O,100,103,100,102,109,97,116,95,105
C[C@@H](O)[C@H]1C(=O)N2C(C(=O)O)=C(SCCN=CN)C[C@H]12,0.9*,1.7*,3.6*,-4.6*,-7.4*,8.6*,0.9*,-5.3*,2.4*
Oc1cncc(-c2ccc3ncnc(N4CCc5cc(F)c(Cl)cc54)c3c2)c1,26,57,56,45,49,39,52,58,39
COc1ccc(Cc2nnc3sc(-c4ccc(OC)c(OC)c4)nn23)cc1,91,107,93,99,106,95,106,97,101
COc1nc(N)c(C=O)c(=O)n1C,89,·,111,102,114,97,103,119,109
CC1=NN(c2ccccc2)C(=O)/C1=C/c1cc(=O)oc2ccc3ccccc3c12,45,75,84,64,87,74,84,92,70
COc1c(C)c2c(c(O)c1C/C=C(\C)CCC(=O)OCCN1CCOCC1)C(=O)OC2,49,23,35,29,36,28,18,18,15
COc1ccc(-c2nc3ccc(C)cc3c3c2c(=O)n(C)c(=O)n3C)cc1OC,93,97,108,100,108,99,98,91,97
COc1cc2oc(=O)ccc2cc1C(=O)CC(C)C,88,98,101,106,110,105,96,97,101
Cc1ccc(C(C)(C)C(CC(=O)O)C(=O)O)cc1 (configuration not stated),93&99,101&93,96&104,101&98,108&107,105&106,100&98,100&105,92&98
Cc1c(Br)c(=O)n(-c2ccccc2)n1C,94,93,102,99,109,105,107,113,102
Nc1nc(-c2cccc(F)c2)c2cc[nH]c(=O)c2n1,91,92,95,100,106,116,·,117,103
O=C(c1ccccc1)C(O)C(Br)(CBr)c1ccccc1 (configuration not stated),100,70,107,99,87,90,87,103,82
COc1ccc(C2C(C#N)=C(N)Oc3c2ccc2ccccc32)cc1 (configuration not stated),·,40,26,50,78,47,74,24,35
OC(CNc1ccc(CSc2ccccc2)cc1)c1ccccc1 (configuration not stated),85,89,101,93,109,103,101,114,100
OCC1(c2ccccc2)CCN(Cc2ccccc2)CC1,106,99,115,99,106,111,101,126,100
[N-]=[N+]=NC(=O)c1cc2ccccc2cc1O,105,100,101,102,112,108,124,·,104
COc1ccc(C(=O)/C=C/c2ccc(C)cc2)cc1OC,65,51,70,57,11,70,90,101,28
CNCc1cccc2c1OCCOCCOCCN(CCN1CCOCC1)S(=O)(=O)c1ccc(cc1)-c1cnc(N)c(n1)C(=O)N2,17,50,24,68,46,76,48,68,54
Cc1ccccc1Nc1n[nH]c(=S)s1,105,97,118,114,114,105,106,98,99
c1ccc(-c2cn(Cc3nc(-c4ccccc4)no3)nn2)cc1,89,92,93,91,107,99,89,98,90
COc1cc(-c2nn(CN3CCN(S(=O)(=O)c4ccc(Cl)cc4)CC3)c(=S)o2)cc(OC)c1OC,62,·,86,93,104,94,83,98,96
Oc1ccccc1/C=N/NC(=S)NC1CC2C=CC1C2 (configuration not stated),105,76,94,68,89,82,66,85,59
Cc1ncc(CO)n1C,97,113,·,114,125,103,81,127,120
CC1=Nc2ccccc2C(=O)OC2(C)c3c(C)nn(-c4ccccc4)c3N(C)C(=O)c3ccccc3N12 (configuration not stated),84,90,102,110,116,98,105,77,106
Cc1ccc(S(=O)(=O)N/N=C2\CC3CCC2C3)cc1 (configuration not stated),86,96,98,113,114,101,120,87,97
CC(=O)Nc1ccc(C)cc1C,92,98,93,101,108,105,114,94,107
CC1CC=CCC1C(=O)OCCOC(=O)C1CC=CCC1C (configuration not stated),99,99,102,109,119,105,116,·,97
Cc1c(-[n+]2noc(=O)[nH]2)no[n+]1[O-],·,102,98,105,114,98,116,94,103
Cc1ccc(-c2c(-c3nc4ccccc4s3)c(N)nc3c(N=Nc4ccc(Br)cc4)c(N)nn23)cc1,83,94,77,90,106,79,98,80,92
Cc1ncc(C(=O)Nc2ccc(CN3CCN(C)CC3)c(C(F)(F)F)c2)cc1C#Cc1cnc2cccnn12,-72*,5.7*,-52*,-30*,5.5*,7.3*,11,8.9*,7.5*
Cc1ccc(-c2nn(-c3ccccc3)cc2/C=C/C(=O)c2ccc(NC(=O)CCCCCCC(=O)NNc3ccccc3)cc2)cc1,94,96,103,100,101,99,108,104,103
O=c1/c(=C/c2ccc(Cl)cc2)sc2nc3ccccc3n12,104,116,102,104,107,96,109,95,103
COc1ccc2c(c1)O/C(=C\c1ccc(O)cc1O)C2=O,84,102,107,89,106,95,105,104,97
COc1cc(/C=C2\Cc3cc4c(cc3C2=O)OCO4)cc(OC)c1,91,99,102,96,103,106,101,103,105
CCO/C=C1\SC(=S)N(c2cccc(C)c2)C1=O,81,93,98,101,111,111,106,97,99
O=C(Nc1ncc(Cc2ccccc2)s1)C1CCCCC1,93,95,99,100,105,97,100,98,94
COc1ccc2nc(SCC(=O)NCc3ccccc3)[nH]c2c1,84,69,102,95,108,89,94,95,90
CC(=O)N1N=C(c2ccc(Cl)cc2)CC1c1sc(N2CCOCC2)nc1Cl (configuration not stated),88,84,104,100,100,97,92,94,103
COC(=O)CC1=CCC(n2cc(F)c(N)nc2=O)O1 (configuration not stated),76,96,106,100,108,97,104,·,105
O=C1NC(c2ccccc2)(c2ccccc2)C(=O)N1CNc1ccccn1,84&99,96&100,98&105,103&102,117&109,104&106,121&101,97,100&97
O=C(Nc1ccc(Cn2nnc3c(F)cccc32)cc1)c1ccc([N+](=O)[O-])cc1,80,70,81,70,82,63,75,39,69
COc1cc(CNc2oc(-c3ccccc3)c(-c3ccccc3)c2C#N)cc(CN2CCN(c3ccccc3)CC2)c1O,64,91,107,97,102,93,100,96,·
Nc1ccc(-c2nc(N)c3[nH]cnc3n2)cc1,95,101,·,107,119,99,98,104,101
COc1cc(C2C3=C(CC(C)(C)CC3=O)N(c3sc4c(c3C#N)CCCC4)c3nc(N)c(C#N)c(N)c32)cc(OC)c1OC (configuration not stated),45,39,65,79,89,80,·,53,59
O=C(CSc1ncccc1C(=O)O)Nc1ccc(Oc2ccccc2)cc1,88,100,106,105,110,106,102,·,·
CN(C)c1ccc(/C=N/Nc2nc3c([nH]2)c(=O)n(C)c(=O)n3C)cc1,105&102,100&98,105&129,109&121,110&117,101&103,118&104,100&116,115&105
Clc1ccc(SCc2cccc3ccccc23)cc1,82,91,98,93,102,99,102,106,97
O=S(=O)(c1ccc(N/N=C\c2ccccc2Cl)cc1)c1ccc(N/N=C/c2ccccc2Cl)cc1,61,55,90,68,92,90,103,90,90
CSc1cc(SC)ncn1,94,91,98,112,115,91,111,102,108
O=C(NO)c1ccc(CN2CCN(c3nc(-c4ccccc4)c4ccccc4n3)CC2)cc1,82,31,-24*,27,23,23,13,-12*,15

# Continued:
SMILES,SNB-75,PC-3,SF-539,SF-268,DU-145,SNB-19,HCC-2998,SF-295,U251
O=S(=O)(NCCCNc1cc(-c2c(-c3cccc(O)c3)nc3sccn23)ccn1)c1ccc(Br)cc1,21,39,73,54,64,83,61,69,67
N#Cc1n[nH]n2c1nc(=O)c1cnn(-c3ccccc3)c12,106,112,103,105,111,99,103,104,107
NS(=O)(=O)c1ccc(Cn2c(=S)[nH]c3ccccc3c2=O)cc1,78,93,97,96,109,100,107,99,97
O=c1cc(N/N=C/c2ccc(F)cc2)c2cc(Cl)ccc2[nH]1,131,-43*,104,106,102,91,85,100,94
Oc1c(Cl)cc(Cl)cc1/C=N/Nc1nnc(N/N=C/c2cc(Cl)cc(Cl)c2O)c2ccccc12,13,16,-18*,6.6*,22,13,33,-1.5*,21
CCCCCCCC(=O)SCC/C=C/[C@@H]1CC(=O)NCc2nc(cs2)C2=N[C@@](C)(CS2)C(=O)N[C@@H](C(C)C)C(=O)N1,36,20,25,18,11,21,-7.0*,3.0*,-34*
CCCCCCCCCc1ccc(S)cc1,97,87,108,97,113,106,103,104,108
Clc1cc2c(nn1)Nc1ccccc1S2,·,92,89,102,109,89,114,108,97
O=C(Nc1c(Cl)c(C2CC2)nn1-c1ccccc1)C(Cl)(Cl)Cl,76,103,98,125,121,102,98,100,·
Cc1ccc(-c2cc3nc(C(Cl)Cl)nc(-c4ccccc4)n3n2)cc1,99,79,91,89,2.1*,74,65,80,67
O=C(c1cc(-c2ccc(F)cc2F)ccc1O)N1CCN(Cc2ccc(Cl)cc2)CC1,98,103,105,104,117,96,106,98,103
N#Cc1c(-c2ccc(F)cc2)nc(SCc2nc3ccccc3[nH]2)nc1N1CCOCC1,69,75,103,80,100,85,98,89,86
CCOC(=O)c1ccc2n1CCc1cnc(NC3CCCC3)nc1-2,98,99,97,109,102,101,104,92,103
CCOC(=O)c1c(C)cc(=O)oc1C,94,92,107,106,114,96,103,·,98
Nc1ncnc2nc(N3CCOCC3)[nH]c12,109,87,93,99,102,106,107,109,92
CCN(CC)CCOC(=O)c1ccc(NC(=O)Nc2cccc(Cl)c2)cc1,82,95,99,97,105,108,100,93,97
O=C(Nc1ccc(-c2nc3cc4ccccc4cc3[nH]2)cc1)c1cccc(Br)c1,66,51,31,37,46,36,33,-36*,26
C=C(CN=[N+]=[N-])[C@@H]1CC[C@]2(C(=O)OC)CC[C@]3(C)[C@H](CC[C@@H]4[C@@]5(C)CCC(=O)C(C)(C)[C@@H]5CC[C@]43C)[C@@H]12,65,63,90,92,106,92,85,94,89
COc1ccc(C(O)(CNC2CCCCC2)c2ccccc2)cc1 (configuration not stated),92,80,109,107,100,101,105,104,92
CCCCCCCC/C=C\CCCCCCCC(=O)OCCCCCCCCCCC,105,86,103,106,103,111,104,113,104
O=C(COc1ccccc1)OCCOc1ccccc1,101,97,105,107,113,101,113,98,107
COc1ccc2occ(COC(=O)c3c(C)noc3C)c(=O)c2c1,99,80,73,81,78,88,114,91,90
C=C1C(=O)O[C@H]2[C@H]1CC/C(C(=O)Nc1ccc(OC)c(C(N)=O)c1O)=C\CC[C@@]1(C)O[C@@H]21,89,95,61,86,36,90,102,95,82
CC(=O)c1ccc(NC(=O)N(CCCl)N=O)cc1,87,89,90,100,113,95,101,89,84
COc1ccc(/C=C/c2nc(Nc3ccc(S(=O)(=O)Nc4nc(C)cc(C)n4)cc3)c3ccccc3n2)cc1,86,78,97,75,71,76,75,64,70
c1csc(CCCN2CCCCC2)c1,93,·,100,97,106,101,109,96,117
CCCCC(O)CCC (configuration not stated),80,89,95,115,117,107,101,·,102
